MEKK2 mut-MEK5 – signal of MEK5 binding to mutant human MEKK2 PB1 domain; bead flow cytometry, Alexa488-MEK5 binding to MEKK2 mutant; percent response, % at 10 µM; 0.35% of 290,000 active; in the data active = percent response above about 24%, passing the limit was not always enough; also: inactives centre near 1; some results filed as inactive read as strong as hits; reference of the scale not given here
NALP1 inh – blocks the NALP1 inflammasome reconstituted in yeast; S. cerevisiae NALP1/ASC/caspase-1 growth, X-gal OD620, 72 h; inhibition, % at 10 µM; 0.61% of 280,000 active; AID 2071; in the data active = inhibition mostly above about 24%, no sharp cut-off; inactive = mostly below about 32%; also: some compounds called inactive have numbers as strong as hits
PfM18AAP inh – blocks P. falciparum M18 aspartyl aminopeptidase | recombinant PfM18AAP, H-Glu-NHMec fluorogenic cleavage | inhibition, % at 7.35 µM | 1.2% of 290,000 active | AID 1822;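 active = inhibition above the campaign mean inhibition over all tested compounds plus 3 SD, cut at about 28% in these data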;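 also: 0% = plate median of test compound wells and 100% = 2 mM ZnCl2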
MEKK2wt PB1 HTS – raises or lowers MEK5 binding to wildtype human MEKK2 PB1 domain | Q9Y2U5 | 1.1% of 290,000 active | AID 1531 | bead flow cytometry, Alexa488-MEK5 binding to MEKK2 WT; actives lie on both sides | binding response (% of control), % at 10 µM; in the data active = binding response below about 67% or above about 130%
OXTR agonist – activates the human oxytocin receptor; P30559; CHO-OTR cells, Fluo-8 calcium fluorescence; normalized: DMSO 0%, oxytocin 100%; activation, % at 3 µM; 0.32% of 320,000 active; AID 2435;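 active = activation above the mean of all tested compounds plus 3 SD, cutoff set per screening run, cut at about 20% in these data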;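 also: peak over basal fluorescence ratio from a 100 s FLIPR kinetic read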
Target sequence (P30559 whole entry, looked up): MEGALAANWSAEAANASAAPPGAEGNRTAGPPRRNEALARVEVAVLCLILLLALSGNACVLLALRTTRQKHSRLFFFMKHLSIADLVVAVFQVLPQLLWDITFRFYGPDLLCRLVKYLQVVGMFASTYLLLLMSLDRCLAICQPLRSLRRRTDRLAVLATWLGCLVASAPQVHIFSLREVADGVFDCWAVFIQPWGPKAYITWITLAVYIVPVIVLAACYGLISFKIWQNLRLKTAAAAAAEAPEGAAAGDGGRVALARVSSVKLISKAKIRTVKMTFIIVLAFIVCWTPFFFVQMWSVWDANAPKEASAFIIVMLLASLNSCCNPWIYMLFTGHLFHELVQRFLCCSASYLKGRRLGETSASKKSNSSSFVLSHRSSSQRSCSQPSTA
DNA FID counter – displaces DNA intercalator in HCV helicase counter-screen | DNA fluorescent intercalator displacement, fluorescence | inhibition, % at 7.9 µM | 0.17% of 290,000 active | AID 1845; in the data active = inhibition above about 37%;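 also: 0% = vehicle and 100% = reference compound; higher means more ethidium bromide displaced from hairpin DNA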
GPR7 antag – blocks human GPR7 receptor signaling; P48145; GPR7-expressing cells, fluorescence antagonist assay; inhibition, % at 4.4 µM; 1.1% of 290,000 active; AID 1861; in the data active = inhibition above about 16%, passing the limit was not always enough;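 also: cells stimulated with the agonist NPW; 0% = agonist with vehicle and 100% = vehicle without agonist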
Target sequence (P48145 whole entry, looked up): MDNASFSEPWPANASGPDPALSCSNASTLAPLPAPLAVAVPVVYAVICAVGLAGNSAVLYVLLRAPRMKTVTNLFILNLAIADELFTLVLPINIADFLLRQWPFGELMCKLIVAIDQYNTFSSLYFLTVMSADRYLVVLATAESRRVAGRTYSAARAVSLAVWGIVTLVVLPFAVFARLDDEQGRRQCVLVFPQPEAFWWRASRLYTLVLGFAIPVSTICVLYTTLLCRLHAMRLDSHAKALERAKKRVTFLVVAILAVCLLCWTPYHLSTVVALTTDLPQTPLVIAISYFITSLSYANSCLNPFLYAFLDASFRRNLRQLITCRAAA
PHOSPHO1 inh – PHOSPHO1 (human) inhibition; Q8TCT1; recombinant PHOSPHO1, absorbance phosphatase assay; inhibition, % at 13.3 µM; 1.1% of 290,000 active; AID 1565; in the data active = inhibition above about 60%
Target sequence (Q8TCT1 whole entry, looked up): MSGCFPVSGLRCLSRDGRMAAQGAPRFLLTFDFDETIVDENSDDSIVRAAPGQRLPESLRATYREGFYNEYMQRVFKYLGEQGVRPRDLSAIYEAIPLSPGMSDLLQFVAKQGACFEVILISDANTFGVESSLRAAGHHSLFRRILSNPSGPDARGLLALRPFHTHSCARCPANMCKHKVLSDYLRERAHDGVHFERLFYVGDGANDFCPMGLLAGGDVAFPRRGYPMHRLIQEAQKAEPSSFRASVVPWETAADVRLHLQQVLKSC
MEKK3 PB1 HTS – MEKK3-MEK5 PB1 interaction, increase or decrease. Q99759. 1.4% of 290,000 active. bead-based flow cytometry, Alexa488-MEK5 binding to MEKK3; actives lie on both sides; 0 = blocked by unlabeled MEK5, 100 = vehicle. AID 1529. binding response (% of control), % at 10 µM;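 active = binding response more than 3 SD above or below the average of its plate-row segment, actives on both sides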;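 also: Alexa488 bead fluorescence after subtracting the streptavidin-only scavenger bead signal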
Starred values were filed as active, the others as inactive; . = no result given.

SMILES	MEKK2 mut-MEK5	NALP1 inh	PfM18AAP inh	MEKK2wt PB1 HTS	OXTR agonist	DNA FID counter	GPR7 antag	PHOSPHO1 inh	MEKK3 PB1 HTS
O=c1[nH]c2ccccc2n1CCCN1CCN(C(c2ccccc2)c2ccccc2)CC1	8.0	32.1	-4.7	69.0	.	-0.6	-18.1	-3.8	82.0
CCCCOCCCNC(=O)c1c(-c2ccccc2)noc1C	-2.0	4.6	-5.9	95.0	-1.4	-10.3	10.8	-64.4	96.0
O=C1OC2(O)C3C4C=CC(C4)C3C(=O)N2c2ccccc21 (configuration not stated)	-3.0	.	0.7	97.0	0.8	0.5	-3.5	52.9	97.0
Cc1ccc(C(=O)N2CCN(c3ccccc3F)CC2)cc1NC1=NC2CS(=O)(=O)CC2S1 (configuration not stated)	0.0	6.7	2.1	105.0	-0.1	-15.3	-16.0	54.7	102.0
O=C1C(Cc2ccc(O)cc2)NC(=S)N1Cc1ccccc1 (configuration not stated)	-1.0	-12.9	4.5	97.0	1.8	-5.0	8.5	19.7	98.0
COc1ccc(CCNC(=O)c2ccc(N3CCCCS3(=O)=O)cc2)cc1OC	-4.0	-13.0	-17.3	98.0	0.1	-23.1	-3.1	24.0	100.0
CCCCOC(=O)c1ccc(NS(=O)(=O)c2cc(-c3nnnn3CC)ccc2OC)cc1	1.0	11.9	-1.4	103.0	5.0	-16.7	-7.7	11.4	101.0
CC(=O)c1ccc(S(=O)(=O)N2CCN(c3ccccc3F)CC2)cc1	-10.0	-9.0	4.5	86.0	6.3	-8.9	25.4*	40.7	93.0
CC(=O)N1N=C(c2ccccc2OC(=O)/C=C/c2ccccc2)CC1c1ccccc1 (configuration not stated)	-15.0	.	-5.1	91.0	-1.9	-38.7	-6.0	8.1	94.0
CCOc1ccc(C(=O)OCCCN(C)C)cc1	-4.0	27.4	-3.9	88.0	1.1	-5.0	-7.3	-7.5	87.0
O=C(/C=C/c1ccc2c(c1)OCO2)N1CCCCC1	0.0	8.8	-4.2	105.0	.	-16.2	-7.4	23.9	101.0
[O-]C1=N/[N+](=C/c2ccccc2Cl)CC1	3.0	20.5	9.8	102.0	0.7	-0.1	-4.6	-7.4	99.0
Cc1c(C(=O)N(Cc2cccc(Br)c2)C2CCS(=O)(=O)C2)oc2ccc(F)cc12 (configuration not stated)	5.0	-2.5	0.3	102.0	0.2	-44.3	-1.3	48.8	99.0
N#Cc1cc(NC(=O)c2ccc(F)cc2)c(=O)n2c1[nH]c1ccccc12	-4.0	7.7	-7.4	92.0	7.2	0.6	1.6	28.3	92.0
Cc1ccc(NC(=O)C(NC2CCCc3ccccc32)c2ccccc2)c([N+](=O)[O-])c1 (configuration not stated)	-1.0	41.3	5.4	99.0	-2.0	2.0	3.9	-15.9	98.0

The last 6 compounds of the part above lead into the next:
SMILES	MEKK2 mut-MEK5	NALP1 inh	PfM18AAP inh	MEKK2wt PB1 HTS	OXTR agonist	DNA FID counter	GPR7 antag	PHOSPHO1 inh	MEKK3 PB1 HTS
CCOc1ccc(C(=O)OCCCN(C)C)cc1	-4.0	27.4	-3.9	88.0	1.1	-5.0	-7.3	-7.5	87.0
O=C(/C=C/c1ccc2c(c1)OCO2)N1CCCCC1	0.0	8.8	-4.2	105.0	.	-16.2	-7.4	23.9	101.0
[O-]C1=N/[N+](=C/c2ccccc2Cl)CC1	3.0	20.5	9.8	102.0	0.7	-0.1	-4.6	-7.4	99.0
Cc1c(C(=O)N(Cc2cccc(Br)c2)C2CCS(=O)(=O)C2)oc2ccc(F)cc12 (configuration not stated)	5.0	-2.5	0.3	102.0	0.2	-44.3	-1.3	48.8	99.0
N#Cc1cc(NC(=O)c2ccc(F)cc2)c(=O)n2c1[nH]c1ccccc12	-4.0	7.7	-7.4	92.0	7.2	0.6	1.6	28.3	92.0
Cc1ccc(NC(=O)C(NC2CCCc3ccccc32)c2ccccc2)c([N+](=O)[O-])c1 (configuration not stated)	-1.0	41.3	5.4	99.0	-2.0	2.0	3.9	-15.9	98.0
CCC(Sc1nc2ccsc2c(=O)n1-c1ccc(Cl)c(C)c1)C(=O)NCc1ccco1 (configuration not stated)	-1.0	19.9	4.4	95.0	-1.1	-28.7	4.9	-4.0	91.0
O=C(CCC(=O)OCC(F)(F)C(F)F)Nc1ccccc1F	-12.0	2.4	0.5	90.0	-0.4	-1.2	0.8	-14.8	93.0
O=C(c1ccccc1)N1CCN(C(=S)NCc2ccc3c(c2)OCO3)CC1	-4.0	16.8	2.1	93.0	1.8	-13.1	-0.9	-13.2	94.0
O=S(=O)(NCc1ccccc1)c1ccc(S(=O)(=O)N2CCCCC2)cc1	5.0	13.6	8.2	106.0	0.0	-2.3	1.4	33.6	108.0
CCOC(=O)CCCCC(=O)c1[nH]c(=O)[nH]c1CSc1nnc2c3ccccc3n(C(C)C)c2n1	0.0	-3.6	-4.3	108.0	-3.1	-17.5	-2.0	-18.4	131.0*
CN(Cc1nc2ccccc2n1C)c1ccccc1	17.0	13.8	-12.6	108.0	-2.8	-5.8	3.1	24.7	107.0
CC1N(C(=O)N2CCOCC2)CCN1S(=O)(=O)c1cccc(C(F)(F)F)c1 (configuration not stated)	-1.0	-2.2	-7.8	94.0	1.4	-4.7	-8.0	40.3	98.0
CCN(Cc1ccccc1)C(=O)CC(=O)N(CC)Cc1ccccc1	4.0	7.4	-2.0	99.0	0.1	-33.1	-11.3	23.9	100.0
Cc1cc2cc(CCNC(=O)C(C)C)c(=O)[nH]c2cc1C	6.0	.	2.5	105.0	-0.7	-2.7	-3.2	.	113.0
Cc1ccc(/C=N/n2cnnc2)s1	-9.0	14.7	0.8	91.0	0.5	0.5	-10.7	46.1	87.0
Cc1ccc(S(=O)(=O)N2CC(=O)Nc3ccccc32)cc1C	5.0	-2.8	3.0	100.0	1.9	-4.0	-5.4	3.6	102.0
CCCCNC(=O)CCn1c(=O)c2ccccc2n(Cc2ccccc2C)c1=O	-1.0	26.8	-1.2	95.0	-1.3	3.5	-9.5	-9.4	95.0
COc1ccc(C(=O)Nc2ccc(CN3CCS(=O)(=O)CC3)cc2)cc1	11.0	5.1	-7.3	105.0	-0.3	-8.3	-13.2	15.9	106.0
Cc1c(CC=C(Cl)Cl)c(=O)[nH]c2c(C)cccc12	0.0	41.9	2.5	104.0	-1.3	0.1	-5.5	0.1	100.0
CCn1nnc(NC(=O)c2ccccc2Br)n1	1.0	3.9	-0.9	98.0	0.0	-2.5	-14.3	17.4	97.0
O=C(CSc1nnc(Cc2ccccc2)n1Cc1ccco1)NC1CCCC1	6.0	8.6	-16.9	106.0	-0.9	-30.9	33.1*	53.4	107.0
CSc1ccccc1OCc1cc(C(=O)NCCc2ccco2)no1	8.0	17.6	-6.6	106.0	-1.8	-23.2	-12.0	22.6	103.0
Cc1c(NC(=O)C(C#N)=C2CCCCC2)c(=O)n(-c2ccccc2)n1C	0.0	-2.3	0.7	102.0	0.4	0.1	-8.7	4.7	103.0
O=C(O)CCCN1C(=O)/C(=C/C=C/c2ccco2)SC1=S	-2.0	-5.4	26.4	91.0	-0.8	-9.3	16.6	6.2	98.0
COc1ccc(OCC(O)CN2CC(C)OC(C)C2)cc1 (configuration not stated)	-4.0	25.5	-6.3	92.0	0.7	4.9	3.0	44.1	91.0
O=C(/C=C/c1ccccc1)Nn1cnnc1	14.0	-6.2	80.3*	123.0	0.4	-5.6	-6.9	1.7	118.0
COc1ccc(Cl)cc1C(=O)NCC(c1ccco1)N(C)C (configuration not stated)	-1.0	7.6	8.8	97.0	0.1	-3.3	-4.4	10.3	99.0
O=C(CCCOc1ccccc1)N1CCCCC1	-1.0	32.6*	-2.5	104.0	-1.3	-8.6	-5.5	0.2	99.0
CN(C)CCN(C(=O)c1ccc2c(c1)CCCC2)c1nc2cc3c(cc2s1)OCCO3	4.0	21.2	1.4	118.0	0.6	22.2	5.5	9.6	102.0
Cc1ccc(C(=O)Nc2nc3ccccc3c(=O)s2)cc1	-3.0	22.1	31.0*	96.0	-0.3	-4.3	4.4	8.6	102.0
CNc1nc2ccccc2n(C)c1=O	-3.0	13.1	-4.0	108.0	0.8	-1.1	0.3	40.8	108.0
Cc1cccc(C)c1OCCCCn1cnc2ccccc2c1=O	7.0	7.5	4.8	109.0	-0.8	-25.8	-5.2	35.8	107.0
Cc1cc(C)c(C(=O)O)c(CC(C)(C)C(=O)O)c1	-3.0	12.8	-3.3	93.0	-0.9	0.6	7.1	33.4	89.0
CCOc1ncccc1C(=O)Nc1ccc(F)c(Cl)c1	-3.0	16.3	3.5	94.0	-2.2	0.5	-17.9	20.0	96.0
CC(=O)N(/C=C1\SC(=S)N(c2ccccc2)C1=O)c1ccccc1	19.0	.	4.7	108.0	3.1	-1.3	-3.3	36.4	111.0
Cc1csc(NC(=O)c2ccc(C(=O)Nc3nc(C)cs3)cc2)n1	11.0	-4.1	1.6	85.0	3.0	-8.8	-6.0	16.6	84.0
CC1C(=O)N2CCCc3cc(S(=O)(=O)N(C)CCC#N)cc1c32 (configuration not stated)	2.0	13.2	7.0	96.0	0.0	-3.6	2.3	-25.4	97.0
Cc1cc(C)cc(N(C(=O)c2ccco2)C(C(=O)NC2CCCC2)c2ccncc2)c1 (configuration not stated)	-8.0	11.5	0.5	92.0	-1.0	-28.6	15.6	34.8	99.0
COc1ccnc(N2CCN(c3ccc(Cl)cc3)CC2)c1C#N	0.0	9.1	-12.1	99.0	1.1	-0.9	2.3	32.3	100.0
CCOC(=O)c1cnc2c(C)cc(C)cc2c1NCCCN1CCOCC1	-1.0	8.4	-4.6	99.0	.	71.5*	-1.2	14.9	96.0
Cn1c(N/N=C/c2cccs2)cc(=O)n(C)c1=O	.	-12.6	5.0	.	-0.6	-0.6	5.0	44.1	.
COc1ccc(C(=O)NC(=S)Nc2cccnc2)cc1[N+](=O)[O-]	-2.0	4.5	-3.8	95.0	0.5	8.4	10.2	-21.4	100.0
COCCN1C(=O)C(=O)/C(=C(/O)c2ccc(S(=O)(=O)N3CCCCC3)cc2)C1c1ccc(OC)c(OC)c1 (configuration not stated)	7.0	-5.3	9.4	104.0	-0.2	-35.5	-6.9	47.7	103.0
Fc1ccccc1-c1csc(-c2cccnc2)n1	-1.0	3.1	3.5	99.0	-2.0	-7.5	-6.2	24.0	100.0
CC(OC(=O)CNC(=O)C12CC3CC(CC(C3)C1)C2)C(=O)Nc1ncc(Cl)cc1Cl (configuration not stated)	6.0	40.3*	3.2	104.0	-0.9	-6.0	-2.2	-33.8	100.0
NC(=S)NN=C(Cc1ccccc1)Cc1ccccc1	-15.0	-38.9	12.2	82.0	-2.2	-7.3	14.8	42.8	87.0
CC1(C)c2[nH]c3ccccc3c2C[C@@H]2C(=O)N(c3cc(F)ccc3F)C(=O)N21	0.0	.	.	96.0	13.0	.	.	.	108.0
COc1ccc(C(=O)N(Cc2ccc(N(C)C)cc2)C2CCS(=O)(=O)C2)cc1 (configuration not stated)	1.0	-0.4	2.5	100.0	0.2	-17.3	-8.8	19.2	98.0
Cc1ccc[n+](C(C)C(=O)Nc2ccc([N+](=O)[O-])cc2C)c1 (configuration not stated)	-3.0	-6.5	1.2	97.0	-0.3	12.7	-5.5	5.6	99.0
COCCN(C(=O)COC(=O)COc1ccc(Cl)c(C)c1)c1c(N)n(Cc2ccccc2)c(=O)[nH]c1=O	8.0	10.4	-0.4	111.0	0.1	-35.4	24.5	-29.2	110.0
CCCSc1oc(-c2ccco2)nc1S(=O)(=O)c1ccccc1	-4.0	24.6	3.1	88.0	-1.9	-23.2	7.0	7.3	90.0

High-throughput results as filed in PubChem.
